From PubChem BioAssay
Exocytosis inh – LAMP-1 surface exposure blockers, TALL-104 cells – cell-based, flow cytometry, MLPCN library, primary screen; TALL-104 LAMP-1 surface exposure; cells stimulated with thapsigargin and PMA; inhibition, % at 10 µM; 360,000 tested, 0.66% active; AID 651702, 2012;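 active = inhibition above about 55%, limit read from the data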
iPSC survival up – enhancers of single-cell hiPSC survival, primary screen, ATPlite luminescence. 100% = ROCK inhibitor wells, 0% = DMSO. survival enhancement, % at 20 µM. 360,000 tested, 0.044% active; in the data active = survival enhancement above about 18%;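 note: cells exposed to compounds for 16 hours before the ATP read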
HIF-2a block – HIF-2a reporter inhibitors, primary screen, luminescence, 786-0 RCC cells | 786-0 RCC cells HIF-2a reporter, luciferase luminescence, overnight | inhibition, % at 18.8 µM | 360,000 tested, 0.72% active | AID 624352, 2012;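 active = inhibition of the luminescence signal of 40% or more relative to plate controls, in a single-dose primary screen at 18.75 µM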
Peg3 prom inh – Peg3 promoter-driven luciferase inhibitors, primary screen, cell-based, HeLa, luciferase luminescence; 360,000 tested, 1.7% active; inhibition, % at 20 µM; HeLa PEG-Prom luciferase reporter, overnight;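 active = inhibition of at least 50% at 20 µM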
MITF TRPM1 inh – inhibitors of MITF-dependent TRPM1 promoter reporter, primary screen, cell-based, SK-MEL-5, single point, luciferase | SK-MEL-5 TRPM1 promoter luciferase, 24 h | inhibition, % at 12.5 µM | 330,000 tested, 0.83% active | AID 488899, 2010;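 active = mean inhibition across replicates of 60% or more, whatever share of single replicates reaches that level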; note: values of inactives mirror those of a sister screen read the other way
aDG glyco up – activators of alpha-DG glycosylation, primary screen, uHTS, Pro5-aDG cells, AlphaScreen. alpha-DG glycosylation AlphaScreen (IIH6); 0% Pro5, 100% B10-LARGE cell signal. activation, % at 10 µM. 360,000 tested, 0.22% active. AID 624168, 2012;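 active = activation of at least 8% versus controls, or a plate z-score of at least 8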;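 note: Pro5 are CHO cells carrying HIG-tagged alpha-DG that lacks glycosylation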
Vif inh – HIV Vif self-association inhibitors, primary screen, imaging, HEK293T, single point. HEK293T cells, Vif self-association by quenched fluorescence, 24 h. inhibition, % at 7.49 µM. 340,000 tested, 0.35% active; in the data active = inhibition above about 50%, passing the limit was not always enough; note: some results filed as inactive read as strong as hits
NR2E3 ag-1 – inhibitors of NR2E3-RetCOR corepressor binding, primary screen, NR2E3 agonist project, biochemical, TR-FRET, GST-NR2E3, biotin-RetCOR | Photoreceptor-specific nuclear receptor (Homo sapiens), Q9Y5X4 | AID 2300, 2010 | 1536-well | inhibition of corepressor binding, % at 4.78 µM | 320,000 tested, 0.12% active;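 active = percent inhibition above the cutoff of mean plus 3 SD of all tested compounds, set per screening campaign, cut at about 20% in these data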;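 note: 0% = DMSO wells and 100% = biotin wells as full block of FRET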
Target sequence (Q9Y5X4 whole entry, looked up): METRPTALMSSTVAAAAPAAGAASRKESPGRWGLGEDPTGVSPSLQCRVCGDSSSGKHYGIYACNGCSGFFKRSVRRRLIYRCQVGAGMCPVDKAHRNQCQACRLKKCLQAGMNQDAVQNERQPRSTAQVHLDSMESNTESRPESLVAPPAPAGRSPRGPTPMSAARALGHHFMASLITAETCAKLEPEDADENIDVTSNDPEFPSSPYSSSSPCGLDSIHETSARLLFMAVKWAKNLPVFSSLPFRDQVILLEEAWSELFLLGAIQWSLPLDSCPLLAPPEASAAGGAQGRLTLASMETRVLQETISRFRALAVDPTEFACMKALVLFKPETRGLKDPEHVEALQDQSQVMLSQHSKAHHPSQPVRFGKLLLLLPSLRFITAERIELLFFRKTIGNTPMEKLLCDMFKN
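System: GST-tagged NR2E3 plus biotinylated RetCOR corepressor; Buffer or medium: pH 7.5 Tris-based buffer; Probe or stimulus: RetCOR corepressor, biotinylated, 7 nM; Doses: compound at 4.8 µM, single dose; Schedule: 5 h incubation at 4 °C; Technique: time-resolved FRET; Evaluation: percent inhibition of TR-FRET ratio; Replication: one well per compound, singlicate testing.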
CaV13 ICDI inh – Disruptors of the CACNA1D IQ motif to Ca2+-dependent inactivation inhibitor domain association, primary screening, Förster resonance energy transfer in intact living …. inhibition, % at 12.3 µM. 340,000 tested, 0.098% active. HEK cells, CFP/YFP FRET ICDI-IQ, plate reader, 10 min; percent FRET-ratio fall versus neutral wells;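 active = mean replicate inhibition of at least 30% and at least 1% of replicates passing that level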;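 note: 0% = median of the neutral control wells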
NR2E3 ag-2 – NR2E3 agonists in two-hybrid cells, primary screen, cell-based, luminescence, CHO-S, Gal4-NCOR/VP16-NR2E3. luciferase. inhibition of corepressor binding, % at 3.98 µM. 360,000 tested, 0.35% active. AID 602229, 2012;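 active = inhibition above the mean of all tested compounds plus 3 SD, cut at about 70% in these data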;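 note: 0% = DMSO with NR2E3 transfected cells and 100% = cells lacking NR2E3 construct; higher means lower luciferase signal from less NR2E3 corepressor binding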
PDI turbidity – inhibitors of human PDI, primary screen, biochemical, turbidity, single point, plate reader. PDI insulin aggregation turbidity, A650, 90 min. inhibition, % at 10 µM. 350,000 tested, 0.052% active;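 active = mean inhibition across replicates of 30% or more, whatever share of single replicates reach that level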;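 note: absorbance from insulin aggregation driven by PDI reduction with DTT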
Target sequence (P07237 whole entry, looked up): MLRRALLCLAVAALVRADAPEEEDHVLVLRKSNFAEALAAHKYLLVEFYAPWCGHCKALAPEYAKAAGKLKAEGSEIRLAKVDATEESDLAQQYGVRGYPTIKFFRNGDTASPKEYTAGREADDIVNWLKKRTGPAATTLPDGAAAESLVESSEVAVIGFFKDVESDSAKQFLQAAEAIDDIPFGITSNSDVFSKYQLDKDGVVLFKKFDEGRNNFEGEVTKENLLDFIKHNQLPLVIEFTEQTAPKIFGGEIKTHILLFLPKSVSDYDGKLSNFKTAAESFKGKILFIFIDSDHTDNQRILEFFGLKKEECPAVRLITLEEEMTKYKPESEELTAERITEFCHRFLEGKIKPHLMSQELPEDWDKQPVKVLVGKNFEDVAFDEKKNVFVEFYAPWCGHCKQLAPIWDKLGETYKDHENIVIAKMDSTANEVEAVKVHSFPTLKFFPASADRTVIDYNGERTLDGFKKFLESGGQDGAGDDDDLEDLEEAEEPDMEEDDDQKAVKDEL
Active calls of the source: *; · = not tested or not shown.

SMILES | Exocytosis inh | iPSC survival up | HIF-2a block | Peg3 prom inh | MITF TRPM1 inh | aDG glyco up | Vif inh | NR2E3 ag-1 | CaV13 ICDI inh | NR2E3 ag-2 | PDI turbidity
CC1CCN(CC2C(=O)O[C@@H]3C[C@@]4(C)CCC[C@H](C)C4=C[C@H]23)CC(C)(C)C1 (stereo partly specified) | 10.5 | -0.8 | -16.2 | -17.4 | 74.2* | -0.3 | 21.4 | 0.0 | -5.8 | -3.2 | -4.4
COC(=O)C1=C(C)NC(=O)/C1=C\c1cc(C)n(-c2ccccc2)c1C | -1.6 | 0.5 | -31.1 | -119.8 | -41.5 | -0.9 | 18.1 | 1.1 | -2.5 | -12.0 | 1.2
CCc1ccc(NS(=O)(=O)c2ccc3[nH]cc(C(=O)NCC4CCCO4)c(=O)c3c2)cc1 (stereo unspecified) | -3.5 | 1.6 | -38.1 | -5.1 | -6.4 | 0.0 | 18.6 | 3.3 | -4.9 | -23.8 | 23.4
COc1cc(/C=C(/C#N)c2nc3ccccc3[nH]2)ccc1OCC(=O)Nc1ccccc1C(C)C | 0.0 | -0.4 | -11.3 | 4.7 | -4.0 | 0.0 | -2.6 | -2.1 | -3.7 | -8.6 | -2.5
CCC(C)NC(=O)CCc1nnc2ccc(N3CCC(C)CC3)nn12 (stereo unspecified) | 6.6 | 2.0 | 21.4 | 6.4 | 1.4 | -0.1 | 7.2 | -1.2 | -17.2 | -4.2 | 11.0
O=C(O)CC(NC(=O)C1c2ccccc2Oc2ccccc21)c1ccc(OC2CCCC2)cc1 (stereo unspecified) | -2.2 | 0.9 | 1.6 | 6.6 | 8.9 | -0.3 | 4.9 | 6.5 | -4.9 | 0.4 | -7.6
O=C(Nc1cccc(Cl)c1Cl)C1CCCO1 (stereo unspecified) | -13.9 | -0.7 | 1.5 | -5.5 | -1.9 | 0.0 | 13.1 | 2.2 | -1.8 | -34.4 | -1.0
Fc1cccc(Cc2c(-c3cccc(Cl)c3)nc3c(Cl)cc(C(F)(F)F)cn23)c1 | 0.8 | 0.0 | -14.7 | -46.7 | · | -0.1 | · | · | -5.0 | -3.3 | ·
CCOC(=O)c1sc(NC(=O)CNCc2cccnc2)c(C(=O)OCC)c1C | 2.7 | -0.2 | 10.8 | 20.1 | -18.9 | -0.6 | -15.7 | 6.6 | -1.6 | 14.9 | -9.0
CN1C(=O)/C(=C\c2ccc(-c3ccccc3)o2)SC1=S | 66.7* | -1.7 | -12.9 | -4.1 | -38.0 | -0.4 | 0.9 | -0.1 | -4.9 | -36.6 | -0.9
Cc1nc2c3ccccc3nc(SCC(=O)c3ccc(Cl)cc3)n2n1 | -3.1 | -2.2 | 4.8 | 24.3 | -4.2 | 0.1 | -13.0 | 2.3 | -8.4 | -24.7 | 14.0
O=C(O)/C=C\C(=O)NC1CCCCC1 | -3.2 | -2.0 | 12.3 | 4.4 | -4.7 | -0.5 | -3.1 | 0.0 | -3.8 | -11.6 | 1.3
COc1ccc(C2CC(=O)n3nc(C45CC6CC(CC(C6)C4)C5)nc3S2)cc1OC (stereo unspecified) | -4.0 | -1.4 | 21.2 | 7.2 | 5.5 | -0.3 | -0.1 | 2.6 | -17.8 | 0.3 | -4.7
CCC(=O)c1ccc(OCC(O)Cn2c(C)nc3ccccc32)cc1 (stereo unspecified) | 0.4 | -3.3 | -16.0 | -10.2 | 2.9 | 3.2 | -20.0 | 1.9 | -3.8 | 51.0 | -0.5
O=C(Nc1ccc(C(=O)c2ccc(C(=O)O)c(C(=O)O)c2)cc1)c1ccccc1 | -0.2 | 1.6 | 22.2 | 7.7 | -0.9 | -0.1 | -10.9 | 2.9 | -1.6 | -4.8 | 7.9
O=C(Nc1cccc2ccccc12)c1ccc(Cn2cc(Cl)cn2)cc1 | 0.1 | 3.3 | -13.5 | 3.0 | -4.2 | 0.6 | -0.5 | 1.2 | · | -14.7 | -1.6
Cc1ccc(S(=O)(=O)N2CCCC(C(=O)NCCc3ccc4c(c3)OCO4)C2)cc1 (stereo unspecified) | -3.1 | 8.2 | 12.2 | 8.8 | -9.3 | 0.1 | 7.4 | 0.5 | · | 8.0 | -0.8
CCc1cc2cc(C)ccc2nc1SCC(=O)NC1CCCC1 | 91.5* | -0.5 | 7.2 | 28.7 | -0.6 | 0.0 | 1.0 | 6.2 | -3.0 | 10.4 | -2.2
COc1ccc(Cl)cc1S(=O)(=O)N1CCC(C(=O)NCc2ccccn2)CC1 | 1.5 | 0.9 | 11.8 | 12.7 | 2.6 | 0.0 | -1.5 | 1.2 | -6.7 | 13.7 | 3.8
CCN(CC(=O)NC1CCS(=O)(=O)C1)C(=O)COc1ccccc1-c1ccccc1 (stereo unspecified) | 0.5 | -1.4 | 5.6 | 13.6 | 5.5 | -0.1 | -1.4 | -0.3 | -4.9 | -3.0 | 6.0
Cc1c(C(=O)N2CCN(c3ncccn3)CC2)oc2ccc(F)cc12 | -0.1 | -0.6 | -24.1 | -16.1 | 1.0 | 0.1 | 4.9 | · | -6.6 | -10.8 | 15.6
Cc1ccc(/C=N/NC(=O)C[n+]2ccccc2)o1 | -0.8 | 0.4 | 7.9 | 13.7 | -19.8 | -0.1 | 1.9 | 0.8 | -2.7 | 3.8 | -1.6
COc1ccc(C2C(C#N)=C(N)N(N(C)C)C3=C2C(=O)CC(C)(C)C3)cc1 (stereo unspecified) | -8.6 | 0.4 | 6.7 | -9.7 | -8.1 | -0.1 | -19.3 | -0.5 | -4.4 | 0.1 | 0.0
C[C@H](CO)N1C[C@H](C)[C@H](CN(C)C(=O)c2ccccn2)Oc2cc(C#Cc3ccc(F)cc3)ccc2S1(=O)=O | -3.6 | 0.4 | -4.2 | -9.6 | · | 0.1 | 4.7 | · | -2.7 | -26.4 | -0.1
C[C@H](CO)N1C[C@H](C)[C@H](CN(C)C(=O)Nc2ccc(F)cc2)OCc2ccccc2-c2c(n(C)c3ccccc23)C1=O | 4.7 | 0.6 | 18.0 | 14.5 | · | 2.1 | 0.2 | · | -4.7 | -16.0 | 5.5
C=C(C)CNC(=S)N/N=C/c1ccco1 | 0.3 | 0.8 | -22.0 | -17.2 | -1.2 | 1.2 | 8.1 | -1.8 | -0.3 | -13.0 | 1.3
CN(C)/C=C1/C=C(C=O)OC1=O | -9.2 | 0.1 | 1.2 | 13.2 | 2.0 | 0.1 | -14.6 | -4.8 | -1.7 | 0.6 | 10.0
c1coc(Cn2c(-c3ccco3)nc3ccccc32)c1 | -2.0 | 0.2 | -75.7 | -73.7 | -15.8 | 0.3 | -6.1 | 1.5 | · | -34.8 | 0.2
C=CCn1c(SCc2ccccc2Cl)nnc1-c1sc2nc(C)cc(C)c2c1N | 2.1 | -0.5 | 11.7 | 12.9 | -7.8 | 0.4 | -3.7 | 8.1 | -5.5 | -13.0 | 0.5
C[C@H](NC(=O)C1CCN(S(=O)(=O)c2ccccc2)CC1)C(=O)NCc1ccccn1 | -2.5 | -0.4 | 6.2 | -16.8 | -3.5 | -0.4 | -1.3 | -0.3 | -2.2 | 4.1 | 6.2
O=C1CC(N(C(=O)c2ccco2)c2ccc(F)cc2)C(=O)N1c1ccc(F)cc1 (stereo unspecified) | -0.7 | -2.5 | 11.6 | 7.5 | -16.1 | 0.0 | -4.8 | -2.0 | -5.1 | -1.6 | -6.6
Cc1c(CNC(=O)C2CC2)c(-n2cccc2)n(Cc2ccccc2)c1C | 3.2 | -2.1 | 0.6 | 12.1 | · | 0.5 | 3.1 | 0.3 | -1.5 | 1.2 | 0.9
OCCCNc1cc(-c2ccccc2)nc2cc(-c3ccc(F)cc3)nn12 | 9.0 | 0.9 | -23.3 | -6.9 | -4.2 | -0.1 | -11.9 | 3.6 | -19.9 | -15.7 | -6.4
COc1ccc(C(=O)CSc2nnnn2Cc2ccccc2)cc1 | 4.6 | 0.2 | -6.9 | -3.1 | -4.0 | 0.1 | 12.1 | -0.5 | -4.3 | 21.9 | 14.7
Nc1c(SCCC(=O)O)ccc2c1C(=O)c1ccccc1C2=O | -3.8 | 0.4 | -121.1 | -68.6 | -5.9 | -0.1 | -1.4 | -10.4 | -3.0 | -53.6 | -0.9
Cc1c(NN=C(C#N)C#N)c(=O)n(-c2ccccc2)n1C | -1.2 | -0.6 | 12.1 | -4.3 | 22.4 | -0.4 | 14.1 | 5.7 | -3.3 | -21.6 | 3.0
O=C(c1ccoc1)N1CCC2(CC1)Oc1ccc(Cl)cc1C(=O)C21CC(c2cccnc2)=NO1 (stereo unspecified) | -1.9 | -1.7 | 12.8 | 2.2 | -1.7 | -0.2 | · | 3.4 | -4.3 | -2.5 | 7.9
C/C(=N\NC(=O)c1cc([N+](=O)[O-])cc([N+](=O)[O-])c1)c1ccco1 | 7.9 | 0.0 | 10.2 | -3.8 | 8.5 | 0.2 | -1.2 | 1.2 | -6.7 | -30.1 | -8.3
CC(=O)C(C)Oc1ncn(-c2ccccc2)n1 (stereo unspecified) | -3.9 | -0.3 | -43.5 | -30.7 | -6.8 | 0.1 | 8.4 | -1.5 | -5.2 | 16.7 | 4.3
COc1ccc(C2Nc3ccccc3C(=O)N2NS(=O)(=O)c2ccccc2)cc1 (stereo unspecified) | -0.4 | -0.3 | -39.5 | -3.7 | -16.5 | -0.1 | -2.0 | 5.6 | -1.7 | 0.3 | 0.3

Just iPSC survival up, for 4 of the compounds above:
| Structure | iPSC survival up |
| --- | --- |
| C=CCn1c(SCc2ccccc2Cl)nnc1-c1sc2nc(C)cc(C)c2c1N | -0.5 |
| CCN(CC(=O)NC1CCS(=O)(=O)C1)C(=O)COc1ccccc1-c1ccccc1 (stereo unspecified) | -1.4 |
| COc1ccc(C(=O)CSc2nnnn2Cc2ccccc2)cc1 | 0.2 |
| COc1ccc(Cl)cc1S(=O)(=O)N1CCC(C(=O)NCc2ccccn2)CC1 | 0.9 |
